PMI act – activators of human PMI, primary screen, biochemical, fluorescence intensity, near-Km mannose 6-phosphate; Mannose-6-phosphate isomerase (Homo sapiens), P34949; purified human PMI, coupled resazurin fluorescence, 20 min; active compounds read high; 1 = vehicle control, 0 substrate-free wells; activation factor at 20 µM; hit rate 0.005% among 190,000;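 active = activation factor of 2 or more at 20 µM, relative to plate controls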
PMI act hi M6P – human PMI activators, high substrate, primary screen, biochemical, fluorescence intensity, near-saturating mannose 6-phosphate; Mannose-6-phosphate isomerase (Homo sapiens), P34949; coupled PMI enzyme assay, resazurin fluorescence, 20 min; active compounds read high; 1 = untreated enzyme, 0 = substrate-free blank; activation factor at 20 µM; hit rate 0.34% among 190,000;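 active = activation factor of 2 or more at 20 µM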
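Material: human phosphomannose isomerase with PGI, G6PDH, diaphorase coupling enzymes; amount: PMI at 15 ng/mL final; also added: Mannose-6-phosphate 1.0 mM (near-saturating) plus 0.22 mM NADP+; incubation: enzyme reaction with compound 20 min at room temperature; signal: resorufin fluorescence (Ex 544/Em 590 nm) from resazurin via diaphorase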
Redox H2O2 prof – compounds producing H2O2 with reducing agent – biochemical, NIH compound library profiling, artefact control for MLSCN library redox annotation, primary screen. activation, % at 10 µM. hit rate 0.03% among 200,000. DTT-dependent redox cycling H2O2, phenol red/HRP absorbance; 100% = 100 µM peroxide control, 0% = buffer;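 active = activation of at least 50% relative to the plate's high and low controls in the primary single-dose screen; inactive = activation below 50%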;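 also: compound incubated with DTT at 0.8 mM final as the reducing agent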
Diaphorase act – compounds boosting diaphorase resazurin reduction – biochemical, uHTS, resorufin fluorescence, counter-screen for diaphorase-coupled primary assays, primary screen | activation factor at 20 µM | Diaphorase/resazurin coupled assay, 16 min; active compounds read high; 1 = vehicle wells, 0 = NADH-free wells | hit rate 0.005% among 190,000;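 active = diaphorase activity raised at least twofold by the compound at 20 µM; inactive = activation factor below 2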
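Material: Purified diaphorase enzyme from Clostridium kluyveri | Buffer or medium: 50 mM HEPES pH 7.4 with 4.542 mM MgCl2, 0.005% Tween 20 | Times: 16 min enzyme reaction, ambient temperature | Signal: Red resorufin fluorescence at 544/590 nm excitation/emission | Measure: Increased resorufin signal from activators or reducing compounds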
Diaph inh CS – diaphorase inhibitors and chemical oxidizers, primary screen, counter-screen for diaphorase-coupled primary assays, biochemical, uHTS, resorufin fluorescence; diaphorase resazurin-to-resorufin fluorescence, NADH, 16 min; bacterial (C. kluyveri) enzyme, not human; inhibition, % at 20 µM; hit rate 0.69% among 190,000;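 active = primary screen inhibition at 20 µM above a set limit, cut at about 50% in these data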;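 also: plate controls were DMSO with full reaction for no effect and wells lacking NADH for full effect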
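Test system: bacterial diaphorase enzyme (C. kluyveri); Quantity: 0.14 U/mL diaphorase, enzyme working solution; Times: reaction incubation of 16 min at room temperature; Measured by: fluorescence of resorufin formed from resazurin, Ex 544/Em 590 nm; Benchmarks: positive control minus NADH, DMSO neutral control.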
Hsp70 activator – Hsp70 transcriptional activators, primary screen, cell-based, HeLa, Hsp70 promoter luciferase, luminescence, 10 µM. hit rate 0.04% among 200,000. AID 1203, 2008. HeLa Hsp70 promoter luciferase reporter; scaled: vehicle 0, proteasome-inhibitor control 100%. activation, % at 10 µM;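 active = activation above the mean across all tested compounds plus 3 SD, cutoff set per campaign, cut at about 5.5% in these data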;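 also: 100% = MG132 at 30 µM as the positive control and 0% = DMSO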
S1P3 antag – S1P3 receptor antagonists, primary screen, cell-based. CHO S1P3 NFAT-BLA reporter, FRET fluorescence, antagonist mode. hit rate 0.27% among 170,000. inhibition, % at 4.98 µM. Sphingosine 1-phosphate receptor 3 (Homo sapiens), Q99500;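 active = inhibition above the plate cutoff, the mean inhibition of test wells on that plate plus 3 SD, cut at about 28% in these data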;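 also: cells challenged with S1P at its EC80 of 0.8 µM; blue over green emission ratio from cleaved BLA substrate after 4 h stimulation; 0% = S1P-stimulated wells and 100% = unstimulated DMSO-only wells; some compounds past the cut are filed as inactive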
L major viab – Leishmania major promastigote growth inhibition, primary screen | Leishmania major promastigotes, resazurin fluorescence viability | inhibition, % at 10 µM | hit rate 9% among 200,000 | AID 1063, 2008;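 also: promastigotes grown with compound for 44 hours at 28 °C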
RAM inhibit – inhibitors of the yeast RAM network, primary screen, dse1pr::URA3 reporter, 5-FOA selection | S. cerevisiae dse1pr::URA3 reporter, 5-FOA growth OD615, 2 d; analog-sensitive cbk1-as2 kinase mutant strain | inhibition, % at 50 µM | hit rate 1.8% among 190,000;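 active = inhibition above a set limit, 3 SD over mean compound inhibition, cut at about 8.4% in these data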;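 also: 0% = DMSO-only wells with no growth and 100% = 10 µM 1-NA-PP1 full growth; inhibition rescues growth on 5-FOA so higher OD means more RAM inhibition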
G6PDH counter – L. mesenteroides G6PDH inhibitors, counter-screen for G6PDH-coupled screening assays, biochemical, Leuconostoc mesenteroides enzyme; glucose-6-phosphate dehydrogenase [Leuconostoc mesenteroides]; Purified L. mesenteroides G6PDH, diaphorase/resazurin coupled fluorescence, 45 min; inhibition, % at 5 µM; hit rate 0.12% among 200,000; AID 1020, 2008
TLR4-MyD88 BLA – inhibitors of TLR4-MyD88 association in cells, primary screen, cell-based, HeLa CL3-4, BLA complementation, FRET ratio; Toll-like receptor 4 (Homo sapiens) + Myeloid differentiation primary response protein …; HeLa CL3-4 TLR4/MyD88 BLA complementation; inhibition, % at 8.4 µM; hit rate 0.18% among 200,000; AID 861, 2007; in the data active = inhibition above about 25%;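 also: 0% = vehicle and 100% = reference inhibitor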
Target sequence (O00206 whole entry, looked up): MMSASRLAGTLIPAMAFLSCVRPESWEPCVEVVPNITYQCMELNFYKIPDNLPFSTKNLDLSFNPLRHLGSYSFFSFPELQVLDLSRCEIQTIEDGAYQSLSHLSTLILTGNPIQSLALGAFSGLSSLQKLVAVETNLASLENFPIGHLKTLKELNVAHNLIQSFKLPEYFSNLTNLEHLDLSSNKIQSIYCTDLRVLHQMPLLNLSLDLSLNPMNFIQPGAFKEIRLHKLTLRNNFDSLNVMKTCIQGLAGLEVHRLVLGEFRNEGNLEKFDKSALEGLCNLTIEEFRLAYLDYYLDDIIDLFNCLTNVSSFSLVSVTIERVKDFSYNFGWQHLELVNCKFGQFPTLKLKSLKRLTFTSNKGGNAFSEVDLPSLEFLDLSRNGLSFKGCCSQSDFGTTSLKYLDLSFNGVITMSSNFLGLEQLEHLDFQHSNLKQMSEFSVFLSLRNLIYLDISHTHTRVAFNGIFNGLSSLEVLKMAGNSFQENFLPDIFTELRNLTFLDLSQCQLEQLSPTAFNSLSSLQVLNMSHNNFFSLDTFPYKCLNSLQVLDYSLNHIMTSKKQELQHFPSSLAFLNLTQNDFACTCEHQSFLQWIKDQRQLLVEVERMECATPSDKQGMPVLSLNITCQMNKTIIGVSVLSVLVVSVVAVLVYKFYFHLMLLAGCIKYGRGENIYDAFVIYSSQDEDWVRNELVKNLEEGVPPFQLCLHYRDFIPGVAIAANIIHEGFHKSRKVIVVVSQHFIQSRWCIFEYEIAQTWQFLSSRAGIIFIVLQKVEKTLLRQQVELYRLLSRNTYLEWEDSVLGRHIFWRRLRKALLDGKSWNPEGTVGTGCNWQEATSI
Target sequence (Q99836 whole entry, looked up): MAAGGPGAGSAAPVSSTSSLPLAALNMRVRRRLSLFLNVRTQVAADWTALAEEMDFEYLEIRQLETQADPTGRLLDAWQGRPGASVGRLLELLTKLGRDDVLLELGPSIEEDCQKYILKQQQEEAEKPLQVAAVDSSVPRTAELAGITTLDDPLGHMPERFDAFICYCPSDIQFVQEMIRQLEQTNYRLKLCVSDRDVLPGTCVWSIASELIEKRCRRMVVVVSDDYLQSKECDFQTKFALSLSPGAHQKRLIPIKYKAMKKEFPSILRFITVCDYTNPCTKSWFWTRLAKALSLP
An asterisk follows results filed as active; / = no result given. Rule as the data show it, unless noted: active = inhibition above about 50%; inactive = the rest. This is a random part of the collection; overall some 12% were active at least once.

entry | SMILES | PMI act | PMI act hi M6P | Redox H2O2 prof | Diaphorase act | Diaph inh CS | Hsp70 activator | S1P3 antag | L major viab | RAM inhibit | G6PDH counter | TLR4-MyD88 BLA
1 | COC1Cc2ccccc2N(C(=O)N2CCN(CCO)CC2)c2ccccc21 (stereo unspecified) | 0.9 | 0.9 | -2.6 | 0.8 | 17 | 0.0 | -28 | 4 | 0.5 | 10 | 4
2 | CC(=O)N1C(=O)CC(C)N(C(C)=O)c2ccc([N+](=O)[O-])cc21 (stereo unspecified) | 1 | 1 | 0.7 | 0.9 | 8 | -0.5 | -5 | -5 | 1.9 | 0 | -3
3 | CCCNS(=O)(=O)c1ccc(CCC(=O)NCc2ccco2)cc1 | 1 | 1 | -3.0 | 0.9 | 6 | -0.2 | 9 | -5 | 0.7 | 0 | -11
4 | O=C(Nc1ccccc1C(=O)N1CCOCC1)c1cccc(S(=O)(=O)N2CCCC2)c1 | 0.8 | 0.9 | 0.5 | 0.9 | 8 | -0.5 | -29 | -1 | -0.3 | 11 | -10
5 | COC(=O)CSc1nc2nc(C)c(Br)cc2[nH]1 | 0.8 | 0.8 | 0.1 | 1 | 4 | 0.0 | / | 0 | 0.7 | 10 | 3
6 | COc1ccc(NCC(=O)N/N=C2\CCc3ccccc32)cc1 | 0.8 | 0.5 | 0.6 | 0.7 | 32 | -0.1 | -8 | 30 | 1.6 | 1 | -8
7 | CCCC(=O)OCC(=O)c1[nH]c(C)c(C(C)=O)c1C | 1.1 | 0.8 | -1.1 | 1 | 1 | 0.5 | -18 | -1 | 0.6 | 4 | -8
8 | O=C(CN(C(=O)c1ccc2c(c1)OCCO2)c1ccccc1)NCC1CCCO1 (stereo unspecified) | 1 | 1 | 2.5 | 0.9 | 6 | -0.5 | -2 | -3 | 0.7 | 8 | 5
9 | CCn1cc(/C=N\NC(=O)c2ccccc2Cl)cn1 | 1.1 | 1.1 | -0.4 | 1 | -4 | 0.0 | 4 | -6 | 0.3 | 3 | -13
10 | CC(=O)c1c(N2CCN(C(=O)C3CCCO3)CC2)nc(=S)n(-c2ccccc2)c1C (stereo unspecified) | 1 | 1 | -0.5 | 0.8 | 17 | 0.1 | 12 | -5 | -0.7 | 26 | -1
11 | O=C(CN1CCN(c2ccccn2)CC1)Nc1ccc(OCc2ccccc2)cc1 | 1 | 1 | 2.2 | 0.9 | 15 | 0.4 | -13 | 2 | -0.9 | 2 | -4
12 | CCc1ccc(/C=N/NC(=O)c2cc(-c3ccncc3)nc3ccccc23)s1 | 0.9 | 0.9 | 0.0 | 0.8 | 18 | -0.1 | 9 | 31 | 1.6 | -2 | 5
13 | COCCn1c(C)cc(C(=O)CSc2nc(C)c(C)c(C)n2)c1C | 1.1 | 1 | -0.2 | 1 | -2 | 0.3 | 8 | 2 | -0.4 | 0 | -2
14 | Cc1cccc(Nc2nc3c(S(=O)(=O)c4ccccc4)nnn3c3ccccc23)c1 | 1 | 1 | 0.5 | 0.9 | 15 | -0.4 | 1 | 50* | 3.0 | 2 | -6
15 | O=C(NCCc1c[nH]c2ccccc12)c1cnccn1 | 1 | 1 | -0.1 | 0.9 | 7 | 0.0 | -3 | -9 | 1.7 | -2 | -1
16 | Cc1c(Cl)c([N+](=O)[O-])nn1CC(=O)NCc1ccco1 | 1 | 1 | -9.1 | 0.9 | 7 | -0.3 | / | 2 | 0.8 | 5 | -8
17 | Cc1nc(CCNC(=O)c2ccccc2)cs1 | 0.9 | 1 | 2.9 | 0.9 | 9 | -0.4 | -20 | -3 | 1.9 | -8 | 10
18 | COc1ccc(-c2ccnc(SCC(=O)N3CCOCC3)n2)cc1 | 0.9 | 0.9 | -1.5 | 0.8 | 20 | -0.1 | -38 | 11 | 0.2 | 3 | -1
19 | CNC(=O)NC(=O)COC(=O)c1ccccc1OCc1ccccc1 | 1.1 | 1 | 4.0 | 1 | 4 | -0.2 | 12 | -3 | 2.0 | 8 | 4
20 | Cc1cc(C)c(S(=O)(=O)c2ccccc2)c(OC(=O)c2ccc(Cl)cc2Cl)n1 | 1.1 | 1.1 | 0.1 | 0.9 | 7 | 0.1 | / | -7 | 0.4 | -6 | 6
21 | CC(C)CCN(C(=S)NC(=O)C1CCCCC1)c1c(N)n(Cc2ccccc2)c(=O)[nH]c1=O | 0.8 | 0.8 | -0.7 | 0.8 | 17 | 0.0 | -26 | -6 | 1.1 | 18 | 2
22 | Cc1ccc(Cn2ncc3c(N4CCOCC4)ncnc32)cc1 | 1.1 | 1 | -0.2 | 1 | -1 | -0.3 | / | -5 | 0.7 | 12 | -2
23 | Cc1cc(N2CCCCC2)nc(N2CCOCC2)n1 | 1 | 0.9 | 0.1 | 0.9 | 13 | -0.1 | / | 1 | 1.8 | 9 | -5
24 | O=C1NC(NS(=O)(=O)c2ccc(Cl)cc2)(C(F)(F)F)C(=O)N1Cc1cccnc1 (stereo unspecified) | 1 | 1 | 0.1 | 1 | 2 | -0.3 | 9 | -2 | 0.4 | 7 | -11
25 | Cc1onc(-c2ccccc2Cl)c1C(=O)Nc1c(C)n(C)n(-c2ccccc2)c1=O | 1 | 1.1 | -0.4 | 1.1 | -7 | 0.1 | -6 | 1 | 0.0 | 9 | 1
26 | CCn1c(SCC(=O)Nc2ccc(S(=O)(=O)Nc3ccccn3)cc2)nnc1-c1ccncc1 | 1 | 1 | 0.6 | 0.9 | 8 | 0.0 | -24 | -6 | 0.1 | -8 | 3
27 | COc1ccc(C(=O)NCC(=O)N/N=C/C(C)=C/c2ccccc2)cc1OC | 1.1 | 0.9 | -0.1 | 0.8 | 17 | -0.4 | -21 | 0 | 1.2 | -2 | 0
28 | Cc1sc(/C=C2\C(=O)ON=C2c2ccccc2)cc1Br | 1 | 1 | -0.9 | 1 | 2 | 0.0 | -7 | -8 | 3.6 | -3 | 10
29 | Cc1cc(C)n(CC(=O)O)n1 | 1.2 | 1.2 | 0.2 | 1 | 5 | 0.0 | -16 | -2 | 2.1 | 0 | 14
30 | Nc1nncn1C(=O)c1cc(Br)ccc1Cl | 1 | 1 | -2.3 | 1 | 2 | -0.2 | -16 | -5 | 0.3 | -4 | -13

Brought forward from above: 2 compounds, followed by the next part.
entry | SMILES | PMI act | PMI act hi M6P | Redox H2O2 prof | Diaphorase act | Diaph inh CS | Hsp70 activator | S1P3 antag | L major viab | RAM inhibit | G6PDH counter | TLR4-MyD88 BLA
29 | Cc1cc(C)n(CC(=O)O)n1 | 1.2 | 1.2 | 0.2 | 1 | 5 | 0.0 | -16 | -2 | 2.1 | 0 | 14
30 | Nc1nncn1C(=O)c1cc(Br)ccc1Cl | 1 | 1 | -2.3 | 1 | 2 | -0.2 | -16 | -5 | 0.3 | -4 | -13
31 | CC(C)C(=O)Nc1cc2c(cc1C(=O)c1ccccc1)OCCO2 | 0.9 | 1 | 1.4 | 0.9 | 9 | -0.1 | -10 | 4 | 0.4 | 3 | 5
32 | CC(=O)Cc1nsc(NC(=O)c2ccc(Cl)cc2Cl)n1 | 1.1 | 1.1 | -0.3 | 1 | 2 | -0.1 | 9 | -1 | 1.7 | 2 | -7
33 | CCOc1cc(/C=N/NC(=O)C(=O)NCCCOC(C)C)cc(Br)c1O | 1 | 0.9 | -0.2 | 0.9 | 11 | -0.3 | -5 | 70* | 1.3 | 0 | -10
34 | C/C(=N\Nc1nc2ccccc2[nH]1)c1ccc(N2CCOCC2)cc1 | 0.9 | 0.8 | 0.2 | 0.9 | 12 | 0.0 | -14 | 100* | 0.0 | 1 | -3
35 | Cc1ccc(C(=O)N(C)c2ccc(OCC(=O)N3c4ccc(C)cc4C4CN(C)CCC43)cc2)cc1 (stereo unspecified) | 1 | 0.9 | -0.2 | 0.9 | 6 | -0.1 | -19 | 13 | 1.1 | -2 | -5
36 | Cc1ccsc1C(=O)NCCC(c1ccccc1)c1ccccc1 | 0.8 | 1 | -0.1 | 0.8 | 21 | -0.1 | 5 | 40 | 7.1 | -13 | -8
37 | COCCNC(=O)C(C)N1c2cccc3cccc(c23)S1(=O)=O (stereo unspecified) | 1 | 0.8 | 1.4 | 0.9 | 8 | -0.1 | / | -8 | 2.2 | 4 | 2
38 | CCOC(=O)Cn1c(=O)oc2cc(S(=O)(=O)N3CCc4ccccc43)ccc21 | 0.9 | 0.9 | -0.1 | 0.8 | 25 | -0.1 | 11 | 60* | 0.1 | 0 | -6
39 | O=C(c1ccco1)N1CCN(CCOCCOc2cccc3ccccc23)CC1 | 1 | 1 | 0.6 | 0.8 | 19 | 0.3 | / | 90* | 1.0 | -3 | 0
40 | C#CCn1c(=NC(=O)c2ccc(S(=O)(=O)N3CCc4ccccc4C3)cc2)sc2cc(S(N)(=O)=O)ccc21 | 1.3 | 1.5 | 0.2 | 0.8 | 18 | -0.1 | 3 | -4 | 3.2 | 7 | -6
41 | Clc1ccccc1Oc1cnc2ccccc2n1 | 0.9 | 0.9 | -4.7 | 0.9 | 10 | -0.1 | / | -2 | -1.1 | 2 | -16
42 | Cc1cc(C)nc(NC(=O)c2c(Cl)cccc2Cl)n1 | 1.1 | 1 | -1.8 | 1.1 | -15 | -0.1 | -10 | 6 | 0.4 | 18 | -5
43 | COC(=O)c1sccc1NC(=O)c1csc2c1CCCC2 | 0.9 | 0.9 | 3.9 | 0.8 | 18 | -0.1 | 7 | 1 | 12* | -5 | -18
